Screens deposited in PubChem BioAssay by National Center for Advancing Translational Sciences (NCATS).
TDP1 inh: qHTS Assay for Inhibitors of Tyrosyl-DNA Phosphodiesterase (TDP1); Tyrosyl-DNA phosphodiesterase 1 (Homo sapiens), Q9NUW8; recombinant TDP1, AlphaScreen DNA substrate cleavage; Potency, µM (highest dose often 130 µM), for inactives: top-dose activity change, negative = inhibition, most hits filed as inhibitors; actives 0.28% (n = 350,000); also: nearly all actives have a fitted effect of over 40% in size
Target sequence (Q9NUW8 whole entry, looked up): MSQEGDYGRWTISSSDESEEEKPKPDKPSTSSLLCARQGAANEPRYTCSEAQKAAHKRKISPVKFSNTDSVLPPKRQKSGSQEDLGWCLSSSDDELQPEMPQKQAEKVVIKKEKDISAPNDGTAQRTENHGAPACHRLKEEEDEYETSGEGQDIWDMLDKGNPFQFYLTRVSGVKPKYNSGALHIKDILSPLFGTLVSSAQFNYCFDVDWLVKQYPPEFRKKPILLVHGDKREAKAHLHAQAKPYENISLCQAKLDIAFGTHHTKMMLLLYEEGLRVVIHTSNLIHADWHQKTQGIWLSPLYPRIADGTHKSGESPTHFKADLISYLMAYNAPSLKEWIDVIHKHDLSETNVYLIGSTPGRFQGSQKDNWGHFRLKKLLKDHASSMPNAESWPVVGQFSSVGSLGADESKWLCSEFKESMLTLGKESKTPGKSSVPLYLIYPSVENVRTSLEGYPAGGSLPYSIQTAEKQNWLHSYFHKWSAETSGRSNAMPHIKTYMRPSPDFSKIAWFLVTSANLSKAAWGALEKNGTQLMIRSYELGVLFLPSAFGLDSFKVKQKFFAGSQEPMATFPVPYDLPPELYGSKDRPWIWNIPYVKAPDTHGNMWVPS
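Enzyme-compound mixtures sat 15 min at room temperature, followed by a 5 min reaction with 15 nM final substrate and 10 min with AlphaScreen beads. Recombinant human Tdp1 was used at 1 nM final.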
DT40 TDP1 CPT: qHTS for Inhibitors of human tyrosyl-DNA phosphodiesterase 1 (TDP1): qHTS in cells in presence of CPT; Potency, µM (titrated, usually from 46.2 µM), without a hit: at the top dose activity change, negative = growth inhibition, most hits filed as inhibitors; AID 686979, 2013; chicken DT40 Tdp1-/-;hTDP1 cells + 20 nM CPT, ATP luminescence, 48 h; actives 12% (n = 420,000); also: nearly all actives have a fitted effect of over 55% in size
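Cell growth measured by CellTiter-Glo luminescence after a minimum 48 h, 37 C compound exposure with 20 nM CPT in Tdp1-knockout DT40 cells stably expressing hTDP1, seeded 400/well; qHTS titration format.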
DT40 TDP1 no CPT: qHTS for Inhibitors of human tyrosyl-DNA phosphodiesterase 1 (TDP1): qHTS in cells in absence of CPT. AID 686978, 2013. DT40 Tdp1-/- hTDP1 cells, no CPT, ATP luminescence, 48 h. actives 15% (n = 420,000). Potency, µM (top dose mostly 46.2 µM), for inactives: at the top dose activity change, negative = growth inhibition, actives largely listed as inhibitors; also: nearly all actives have a fitted effect of over 55% in size
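Growth kinetics read by CellTiter-Glo luminescence after ≥48 hr at 37 °C. Cells: DT40 Tdp1-/- stably carrying human TDP1, 400 per well, compound exposure in the absence of CPT (DMSO vehicle).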
An asterisk follows results filed as active; ? = inconclusive; / = no result given; [ ] = dose if it differs, or a comment. Calls follow the shape of the dose curve; as a rule, active = well fitted curve in the direction sought with a large enough effect; inconclusive = small, poorly fitted or top-dose-only effect, or another doubt; inactive = no such curve, though single readings can be large; an effect the other way counts as inactive or inconclusive. % is scaled to controls: 0 for no effect and ±100 for the full control effect; potency is read from the fitted curve at half-maximal effect.

Results follow in this order: TDP1 inh | DT40 TDP1 CPT | DT40 TDP1 no CPT
1	Cc1cccc(-n2ncc(C(=O)N3CCN(c4ccc(C)cc4C)CC3)c2C2CCN(C(=O)OC(C)(C)C)CC2)c1
  0% | ? | -19%
2	Cc1nc(C(F)(F)F)ccc1C(=O)N1CCC1(C)C(=O)NS(=O)(=O)c1ccc2ccccc2c1 (stereo not drawn)
  / | -6% | 5%
3	Cc1cc(Br)ccc1SCC(=O)NCC(c1ccco1)N1CCCCC1 (stereo not drawn)
  / | 18µM* | ?
4	O=C(Nc1cccc(S(=O)(=O)N2CCCCC2)c1)c1cc2ccccc2o1
  1% | ? | ?
5	CCn1c(=O)n(CC)c2cc(N3CCCC3)c(NC(=O)c3ccccc3)cc21
  8% | 21µM* | 9.2µM*
6	CCc1cccc(C)c1NC(=O)CSc1n[nH]c(-c2ccccc2)n1
  5% | ? | ?
7	CN(C(=O)C1CCN(S(=O)(=O)c2ccccc2[N+](=O)[O-])CC1)C1CCCCC1
  1% | ? | ?
8	Cc1cccc(C)c1NC(=O)C(c1ccc(Cl)cc1Cl)N1CCCCC1 (stereo not drawn)
  -1% | 18µM* | 29µM*
9	O=C(Nc1ccc2c(c1)OCCO2)C(c1ccnc2ccccc12)N1CCN(c2ccc(F)cc2)CC1 (stereo not drawn)
  / | ? | ?
10	O=[N+]([O-])c1ccc(-n2nnnc2CN2CCOCC2)cc1
  -3% | 2% | -3%
11	CCSc1ccc2nnc(-c3cccs3)n2n1
  0% | -2% | ?
12	Cc1cccc(NC(=O)[C@@H]2CCCN2C(=O)OC(C)(C)C)c1
  / | 6% | -1%
13	COc1ccc(NC(=O)CN(C)C(=O)C(CCSC)NC(=O)c2ccccc2)cc1 (stereo not drawn)
  0% | 6% | -28%
14	COc1ccc(C(C)=O)c(Oc2ccc(S(=O)(=O)N3CCOCC3)cn2)c1
  -1% | -5% | -30%
15	COc1ccc(NC(=O)CN2C(=O)/C(=C3\SC(=S)N(CCC(=O)O)C3=O)c3ccccc32)cc1
  7% | -2% | 8%

More entries.
Results follow in this order: TDP1 inh | DT40 TDP1 CPT | DT40 TDP1 no CPT
16	COc1ccccc1/C=C/c1nc(C#N)c(N2CCN(C)CC2)o1
  0% | ? | ?
17	Cc1cc2c(=O)[nH]c(Cc3ccccc3)nc2s1
  -1% | ? | ?
18	COc1cccc(-c2nc(CS(=O)(=O)CC(=O)N3CCOCC3)c(C)o2)c1
  6% | -6% | 5%
19	O=[N+]([O-])c1cc([N+](=O)[O-])c2c(=Nc3ccccc3)n(-c3ccccc3)n(O)c2c1
  9% | 3.3µM* | 10µM*
20	COc1ccc(CCNc2ccc(C)cc2)cc1
  9% | 4% | -10%
21	COc1ccc(-c2nc(C#N)c(NC(C)C)o2)cc1
  6% | -19% | -10%
22	Cc1nc2oc3ccccc3c(=O)c2cc1C(=O)O
  / | -7% | -1%
23	COc1ccc(-c2nnc(SCC(=O)c3cccs3)o2)c(OC)c1
  1% | ? | ?
24	CCOc1cc(/C=N\NC(=O)Cn2nnc3ccccc32)ccc1O
  -3% | 12% | -1%
25	COC(=O)c1oc2ccc(Cl)cc2c1NC(C)=O
  4% | 5% | -8%
26	O=C(Nc1ccc(F)c(Cl)c1)Nc1csc2ccccc12
  / | 5.2µM* | 3.7µM*
27	COc1ccc(CN2CN(C3CCCC3)CSC2=S)cc1
  1% | 5.2µM* | 4.6µM*
28	Nc1ccn(C2C=CC(CO)O2)c(=O)n1 (stereo not drawn)
  / | -12% | 8%
29	COc1ccc(N2CCN(CC(=O)Nc3cc(C)cc(C)c3)CC2)cc1
  / | -19% | -28%
30	CCOc1ccc(/C(CCC(=O)O)=N/NC(=O)c2cccc(S(=O)(=O)Nc3ccccc3OC)c2)cc1
  1% | -6% | -12%

(list continues)
Results follow in this order: TDP1 inh | DT40 TDP1 CPT | DT40 TDP1 no CPT
31	COc1ccc(C2=C(C(C)=O)Sc3nnc(-c4ccccc4)n3N2C(C)=O)cc1
  -5% | ? | -5%
32	CCOc1ccccc1NC(=O)Cn1nnc(C(=O)Nc2ccccc2Cl)c1N
  1% | -25% | ?
33	Cc1ccc2c(c1C)NC(=O)CC(c1ccccc1O)=N2
  / | 8% | -6%
34	CCOC(=O)C1(C)CCN1C(=O)c1ccc(SC(F)(F)F)cc1 (stereo not drawn)
  / | 18µM* | ?
35	C=CCNc1oc(-c2cccs2)nc1C#N
  7% | 7% | -15%
36	CC(=O)N1CCN(C(=O)CN2C(=O)NC(C)(c3ccc4ccccc4c3)C2=O)CC1 (stereo not drawn)
  0% | -17% | ?
37	Cc1ccc(NCC(=O)N/N=C\c2ccc([N+](=O)[O-])o2)cc1
  6% | 13µM* | 18µM*
38	COC(=O)c1ccc(/C=N/NC(=O)C2CC(=O)N(c3ccc(F)cc3)C2)cc1 (stereo not drawn)
  0% | -16% | 2%
39	CC1=NN(/C(=N\c2nnc(C)s2)Nc2ccccc2)[C@H](c2cccc3ccccc23)S1
  -1% | 23µM* | ?
40	CN1CCN(c2ccc(CNC(=O)c3cccc4c(-c5ccc(F)c(F)c5)coc34)cc2)CC1
  / | ? | ?
41	Cc1cccc(NC(=O)Cc2nc(-c3c[nH]c(C(=O)N4CCCC4)c3)cs2)c1
  2% | ? | ?
42	O=[N+]([O-])c1cccc(-c2ccn[nH]2)c1
  6% | 8% | -1%
43	CCN1CCN(c2ccc(NC(=O)COc3ccc(Cl)cc3C)cc2)CC1
  3% | 18µM* | ?
44	COc1cc(NC(=O)CCc2nnc3ccc(N4CCCCC4)nn23)cc(OC)c1OC
  5% | -26% | 1%
45	CC(=O)Nc1ccc(C(=O)N2CCCC(c3nc(SCc4ccccn4)ncc3C)C2)cc1 (stereo not drawn)
  / | 17%[9.04 µM] | -5%

Reformatted in transposed form: entries from further up
(33) Cc1ccc2c(c1C)NC(=O)CC(c1ccccc1O)=N2
(39) CC1=NN(/C(=N\c2nnc(C)s2)Nc2ccccc2)[C@H](c2cccc3ccccc23)S1
compound no.	33	39
TDP1 inh	/	-1%
DT40 TDP1 CPT	8%	23µM*
DT40 TDP1 no CPT	-6%	?

Further structures.
Results follow in this order: TDP1 inh | DT40 TDP1 CPT | DT40 TDP1 no CPT
46	Cc1cccc(C)c1NC(=O)C1(C)CSCC(=O)N1CCc1c[nH]c2ccccc12 (stereo not drawn)
  / | ? | ?
47	CN(C(=O)CC1C(=O)NCCN1Cc1ccc(F)cc1)C1CCOCC1 (stereo not drawn)
  5% | -17% | -28%
48	O=C(COc1ccccc1)NNC(=O)c1cc2ccccc2o1
  -6% | 13% | -12%
49	Cc1cc2nc(C(F)(F)F)[nH]c(=O)n2n1
  3% | 0% | -15%
50	Cc1ncc(C[n+]2csc(C)c2C)c(N)n1
  3% | 16% | -22%
51	COc1ccccc1N(C)S(=O)(=O)c1ccc(C(=O)OCC(=O)N(C(C)C)C(C)C)cc1
  -5% | -24% | -28%
52	Cn1cnnc1SCC(=O)NNC(=O)COc1ccc(Br)cc1
  5% | 13% | 1%
53	CCC(OCC(O)CN1CCN(CCN2C(=O)c3cccc4cccc(c34)C2=O)CC1)c1ccccc1 (stereo not drawn)
  6% | 10µM* | 6.5µM*
54	O=C(CNc1ccc(F)cc1Cl)Nc1cccc(S(=O)(=O)N2CCCCC2)c1
  0% | ? | ?
55	O=C(NCc1ccccn1)C1CCN(Cc2cccc(OCc3ccccc3)c2)CC1
  6% | ? | ?
56	Cc1ccccc1-n1cc(-c2ccccc2)nc1SCC(=O)Nc1ccc(F)cc1
  8% | ? | ?
57	CN1/C(=C/C=C(/C#N)C(N)=O)C(C)(C)c2ccccc21
  2% | 2.6µM* | 3.3µM*
58	CN(CC(=O)Nc1cccc(F)c1)C(=O)CSc1ccccc1
  0% | -10% | ?
59	O=C(c1ccc2c(c1)N(Cc1ccccc1)C(=O)c1ccccc1S2=O)N1CCC(Cc2ccccc2)CC1 (stereo not drawn)
  7% | 6.5µM* | 6.5µM*
60	Cn1nc(-c2ccccc2)c(CO)c1Sc1ccccc1
  -5% | 2% | -22%

Additional compounds:
Results follow in this order: TDP1 inh | DT40 TDP1 CPT | DT40 TDP1 no CPT
61	Cc1ccccc1NS(=O)(=O)c1ccc(C(=O)NCC(C)(C)N2CCOCC2)cc1
  / | ? | ?
62	CCC(CC)CN1CCN=C1Nc1ccccc1
  -3% | -2% | 0%
63	Cc1ccc2cc(C(c3nnnn3Cc3ccccc3)N3CCc4ccccc43)c(=O)[nH]c2c1 (stereo not drawn)
  6% | ? | ?
64	C#CCOCCOCCOCCNc1nc(N2CCN(C(=O)[C@H](CO)n3cc([C@@H](N)C(C)C)nn3)CC2)nc(N2CCN(C(=O)[C@H](CCCCN)n3cc([C@@H](N)[C@H](C)CC)nn3)CC2)n1
  1% | -9% | -8%
65	COc1ccc(N=CC2=C(O)c3ccccc3C2=O)c(OC)c1
  3% | ? | 18µM*
66	CCCCn1c(N)c(N(CCOC)C(=O)CSc2ccccc2C)c(=O)[nH]c1=O
  0% | -27% | 5%
67	CCOc1ccc(C(=O)OCC(=O)NC2CCCC2)cc1OCC
  / | 9% | -5%
68	CCCCOc1nc2ccccc2nc1C(C#N)S(=O)(=O)c1ccccc1 (stereo not drawn)
  8% | -14% | -12%
69	Cc1ccc(Cn2ccc(C3CC3)n2)cc1
  9% | -25% | 19%
70	CN(C)/C=C/C(=O)c1cc(N2CCOCC2)ccc1[N+](=O)[O-]
  5% | 1% | 0%
71	COc1ccc(C(=S)N2CCCCCC2)cc1
  4% | -27% | -30%
72	N#Cc1c2c(c(NCc3ccco3)n3c1nc1ccccc13)CCC2
  -2% | -59% | 21µM*
73	Cc1ccc(OCC(=O)Nc2ccc(N3CCN(C(=O)c4ccco4)CC3)cc2)cc1C
  4% | ? | ?
74	COc1ccc(Nc2nnc(SCC(=O)NC3CCCC3)s2)cc1
  / | -21% | ?
75	O=C(CSc1nnc2ccc(-c3ccccn3)nn12)NCC1CCCO1 (stereo not drawn)
  2% | 0% | 23%

Among those listed so far, these have an NH in an aromatic ring:
Results follow in this order: TDP1 inh | DT40 TDP1 CPT | DT40 TDP1 no CPT
6	CCc1cccc(C)c1NC(=O)CSc1n[nH]c(-c2ccccc2)n1
  5% | ? | ?
17	Cc1cc2c(=O)[nH]c(Cc3ccccc3)nc2s1
  -1% | ? | ?
41	Cc1cccc(NC(=O)Cc2nc(-c3c[nH]c(C(=O)N4CCCC4)c3)cs2)c1
  2% | ? | ?
42	O=[N+]([O-])c1cccc(-c2ccn[nH]2)c1
  6% | 8% | -1%
46	Cc1cccc(C)c1NC(=O)C1(C)CSCC(=O)N1CCc1c[nH]c2ccccc12 (stereo not drawn)
  / | ? | ?
49	Cc1cc2nc(C(F)(F)F)[nH]c(=O)n2n1
  3% | 0% | -15%
63	Cc1ccc2cc(C(c3nnnn3Cc3ccccc3)N3CCc4ccccc43)c(=O)[nH]c2c1 (stereo not drawn)
  6% | ? | ?
66	CCCCn1c(N)c(N(CCOC)C(=O)CSc2ccccc2C)c(=O)[nH]c1=O
  0% | -27% | 5%

(cont.)
Results follow in this order: TDP1 inh | DT40 TDP1 CPT | DT40 TDP1 no CPT
76	CCCCCCCCCCCCN1[C@@H](CC(C)=O)c2cc(F)ccc2S1(=O)=O
  / | ? | ?
77	COC(=O)Cc1[nH]nc2c1C(c1cc(OC)c(OC)c(OC)c1)C(C#N)=C(N)O2 (stereo not drawn)
  4% | 13% | 5%
78	COc1ccccc1NC(=O)CCN1C(=O)C2CC=CCC2C1=O (stereo not drawn)
  3%[56.1 µM] | -2% | 3%
79	CCOc1ccccc1C(=O)Nc1ccc(S(=O)(=O)Nc2ncccn2)cc1
  1% | 1% | -23%
80	CCCCn1c(-c2cccnc2)nc2cc3[nH]c(=O)c(C(C)C)nc3cc21
  / | 18µM* | 15µM*
81	COc1ccc(CC(=O)OC2CCCN(C)C2)cc1 (stereo not drawn)
  -2% | 2% | -28%
82	CCCCCCNC(=O)c1cn(CC)c2cc(N3CCN(C)CC3)c(F)cc2c1=O
  / | 21µM* | 26µM*
83	Cc1[nH]c2ccccc2c1C(c1ccccn1)N1CCC(C(N)=O)CC1 (stereo not drawn)
  8% | 21µM* | 18µM*
84	COc1ccc(C(=O)/C=C2\Sc3ccccc3N2C)cc1
  -8% | -3% | ?
85	CCOc1cc(-c2sc(Nc3cc(C)ccc3OC)n[n+]2-c2ccccc2)ccc1OC
  / | 15µM* | 16µM*
86	Cc1cc(Cl)ccc1OCC(=O)NC(=S)Nc1ccc(Cl)cn1
  2% | 12% | 30%[activator]
87	O=C(COc1ccccc1)NC1CCCc2ccccc21 (stereo not drawn)
  -2% | 15% | -28%
88	COc1ccc(OC)c(NS(=O)(=O)c2cc3c4c(c2)CCN4C(=O)CC3)c1
  1% | -18% | -14%
89	Nc1c(Cl)c(Cl)nc(C(=O)OCC(=O)N2CCCC2=O)c1Cl
  / | 1% | -28%
